Source: PubChem BioAssay (several laboratories)
HRas wt GTP – changes GTP binding to wildtype human HRas. GTP binding activity, % at 10 µM. AID 759. actives 0.14% (n = 190,000). P01112. GST-Ras wt beads, Bodipy-FL-GTP binding, flow cytometry; actives lie on both sides;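 active = GTP binding activity at least 20% away from the 100% baseline, either lowered as inhibitor or raised as activator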;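 also: 0% = unlabeled GTP competition control and 100% = no-compound control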
Rab7 wt GTP bind – dog Rab7 wildtype GTP binding, inhibitors and activators; GST-Rab7 beads, fluorescent GTP binding, flow cytometry; actives lie on both sides; untreated = 100%, excess cold GTP = 0%; GTP binding activity (percent of control), % at 10 µM; actives 0.055% (n = 190,000);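 active = fluorescent GTP binding to Rab7 beads changed by at least 20 points from the 100% baseline, either direction, mostly lower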;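 also: median green fluorescence of bound Bodipy-FL-GTP per Rab7 bead population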
ABCB1 block – blocks JC-1 efflux by human ABCB1 transporter; P08183; CCRF-Adr cells, flow cytometry; inhibition, % at 6.6 µM; actives 0.067% (n = 190,000); AID 1326; in the data active = inhibition above about 40%;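 also: 0% = vehicle and 100% = reference inhibitor; higher value means more JC-1 retained so stronger ABCB1 efflux block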
Target sequence (P08183 whole entry, looked up): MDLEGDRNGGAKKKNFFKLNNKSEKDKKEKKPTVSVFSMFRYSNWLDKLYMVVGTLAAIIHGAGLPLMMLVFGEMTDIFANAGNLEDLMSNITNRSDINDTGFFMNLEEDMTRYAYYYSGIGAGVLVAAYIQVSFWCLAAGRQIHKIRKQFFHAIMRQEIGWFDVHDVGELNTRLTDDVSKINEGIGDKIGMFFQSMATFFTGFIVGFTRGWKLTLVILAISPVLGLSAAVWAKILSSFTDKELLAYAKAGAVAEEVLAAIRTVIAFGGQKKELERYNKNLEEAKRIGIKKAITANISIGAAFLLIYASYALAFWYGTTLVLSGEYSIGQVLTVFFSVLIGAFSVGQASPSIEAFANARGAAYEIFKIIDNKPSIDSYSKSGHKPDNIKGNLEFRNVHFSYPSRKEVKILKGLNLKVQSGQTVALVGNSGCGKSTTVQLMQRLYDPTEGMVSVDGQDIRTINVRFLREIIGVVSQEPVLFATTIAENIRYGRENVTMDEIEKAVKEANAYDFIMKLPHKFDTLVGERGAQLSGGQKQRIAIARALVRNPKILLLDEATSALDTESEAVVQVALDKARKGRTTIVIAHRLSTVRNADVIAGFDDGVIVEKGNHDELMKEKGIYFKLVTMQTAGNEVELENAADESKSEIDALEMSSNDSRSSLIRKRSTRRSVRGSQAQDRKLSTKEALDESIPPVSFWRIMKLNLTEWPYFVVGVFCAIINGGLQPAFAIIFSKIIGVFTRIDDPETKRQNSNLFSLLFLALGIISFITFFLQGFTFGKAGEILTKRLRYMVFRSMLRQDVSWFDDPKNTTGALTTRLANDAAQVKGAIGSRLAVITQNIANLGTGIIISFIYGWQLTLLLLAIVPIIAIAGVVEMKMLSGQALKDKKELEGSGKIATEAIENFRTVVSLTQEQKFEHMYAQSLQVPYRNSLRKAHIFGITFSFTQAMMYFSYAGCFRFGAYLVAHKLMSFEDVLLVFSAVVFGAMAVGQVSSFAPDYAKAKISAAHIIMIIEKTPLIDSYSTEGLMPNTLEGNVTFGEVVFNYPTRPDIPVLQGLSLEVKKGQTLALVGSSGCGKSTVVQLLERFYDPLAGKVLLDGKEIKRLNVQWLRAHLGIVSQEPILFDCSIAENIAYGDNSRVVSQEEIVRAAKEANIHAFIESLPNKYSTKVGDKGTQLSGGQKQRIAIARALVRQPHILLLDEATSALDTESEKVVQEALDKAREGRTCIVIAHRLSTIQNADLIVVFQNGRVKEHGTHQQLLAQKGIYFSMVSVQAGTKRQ
Rab2A wt mod – changes GTP binding to wildtype dog Rab2A, up or down | actives 0.19% (n = 190,000) | GST-Rab2 wt beads, Bodipy-GTP binding, flow cytometry | P61105 | GTP binding activity, % at 10 µM | AID 760;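 active = GTP binding activity at least 20 points away from 100%, either lowered or raised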;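 also: 0% = beads with excess unlabeled GTP and 100% = no-compound control corrected for plate trend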
Cdc42 wt – changes GTP binding to wildtype human Cdc42; GST-Cdc42 beads, Bodipy-GTP binding, flow cytometry; actives lie on both sides; actives 0.2% (n = 190,000); percent activity (GTP binding), % at 10 µM; P60953; AID 761;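 active = percent activity GTP binding at least 20 points away from the 100% baseline, either down as inhibitor or up as activator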;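 also: median bead fluorescence of bound Bodipy-FL-GTP at 100 nM; 0% = excess unlabeled GTP control and 100% = no compound control; below 100% means less GTP binding so inhibitor and above means activator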
Rac1 mut GTP – modulators of GTP binding to human Rac1 activated mutant; P63000; GST-Rac1 activated beads, fluorescent GTP binding, flow cytometry; actives lie on both sides; 100% means binding = to untreated wells; percent activity (GTP binding), % at 10 µM; actives 0.11% (n = 190,000); AID 764;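 active = GTP binding at least 20 percentage points away from the 100% baseline, in either direction, so actives lie on both sides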
Pf gametocyte – kills late stage P. falciparum gametocytes. P. falciparum stage V gametocytes, ATP luminescence, 24 h. inhibition, % at 10.9 µM. actives 0.065% (n = 150,000). AID 743093;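 active = inhibition above the mean plus 3 SD of compounds within the control limits, set per campaign, cut at about 38% in these data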;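 also: 0% = DMSO wells and 100% = medium only without gametocytes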
ABCG2 inh – human ABCG2 inhibition, ABCB1 as counter-screen; Q9UNQ0; IgMXP3 cells, JC-1 efflux, flow cytometry; inhibition, % at 6.6 µM; actives 0.1% (n = 190,000); AID 1325;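 active = inhibition above 80%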;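 also: 0% = DMSO and 100% = nicardipine control wells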
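System: two drug-resistant human cell lines, ABCG2 and ABCB1; controls: nicardipine high and DMSO low controls; times: 10 min exposure at 25 °C with rotation, no wash; detection: flow cytometry of retained JC-1 fluorescence; read-out basis: percent efflux inhibition, scaled nicardipine 100% to DMSO 0%; doses: one concentration, 6.6 µM final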
Rac1 wt modul – modulators of human Rac1 wildtype GTP binding | AID 757 | actives 0.27% (n = 190,000) | GST-Rac1 beads, fluorescent GTP binding, flow cytometry; actives lie on both sides; 0 = cold GTP competed, 100 = untreated | GTP binding activity (% of control), % at 10 µM;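 active = GTP binding activity at least 20 points away from the 100% control level, either lower or higher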
Mcl1 Noxa PPI – Mcl-1/Noxa interaction inhibition. Q07820. TR-FRET Mcl-1/Noxa peptide binding, 2 h. inhibition, % at 21.7 µM. actives 1.5% (n = 220,000). AID 1022;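 active = compounds that cut the protein-peptide binding signal by more than 50% relative to plate controls in a single-dose test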;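 also: His-tagged Mcl-1 with rhodamine Noxa BH3 peptide and terbium anti-His antibody; 0% = Mcl-1 plus Noxa peptide wells and 100% = peptide-only wells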
Avidin fluor – compound fluoresces at 488/530 nm on avidin beads | compound fluorescence 488/530 nm, flow cytometry; active compounds read high | fluorescence (KMESF) at 10 µM | actives 0.38% (n = 220,000) | AID 1775; in the data active = fluorescence above about 47; also: inactives centre near 10
Active calls of the source: *; / = not tested or not shown.

no.	SMILES	HRas wt GTP	Rab7 wt GTP bind	ABCB1 block	Rab2A wt mod	Cdc42 wt	Rac1 mut GTP	Pf gametocyte	ABCG2 inh	Rac1 wt modul	Mcl1 Noxa PPI	Avidin fluor
1	COC(=O)C1=C(C)NC(=S)NC1c1ccc(-c2cccc(Cl)c2)o1 (stereo unspecified)	99	100	0.6	98	97	99	/	8	102	-19	12
2	CC1CC(=O)C2=C(C1)OC(N)=C(C#N)C2c1coc2ccccc2c1=O (stereo unspecified)	104	102	0.7	103	105	102	26	1	109	37	9
3	Cc1cc(Cl)ccc1OCc1n[nH]c(=S)n1C1CCCCC1	104	101	-1.0	99	101	102	16	-3	111	-10	7
4	CSCCC(NS(=O)(=O)/C=C/c1ccccc1)C(=O)N1CCC(C)CC1 (stereo unspecified)	101	101	1.1	98	99	98	/	1	105	4	21
5	COCCNc1nnc(SCC(=O)c2ccc3c(c2)OCO3)s1	98	101	0.1	97	97	96	-4	3	97	18	7
6	Cc1nnc(SCC(=O)Nc2nnc(SCc3cccc(Br)c3)s2)s1	97	97	-0.1	97	98	98	10	0	104	5	6
7	N=C1/C(=C/c2ccc(OC(=O)c3ccco3)cc2)C(=O)N=C2SC=CN12	95	105	-0.3	94	90	93	18	3	94	46	6
8	CC(=O)Nc1ccc(Nc2cc(-c3ccccc3)nc3ncnn23)cc1	98	97	0.0	100	100	100	/	4	104	14	13
9	Cc1ccc(NC(=O)Cn2nnc(C(=O)NCc3ccccc3)c2N)cc1C	101	103	0.1	102	99	99	-5	0	101	19	16
10	O=C(/C=C/c1cccs1)c1ccc(NC(=O)c2cccc(Br)c2)cc1	90	89	-0.5	93	95	95	-10	-1	101	-8	7
11	Cc1ccc2nc(-c3ccc(NC(=O)CN4C(=O)c5ccccc5C4=O)cc3)sc2c1	101	103	-0.8	99	105	101	-21	-5	104	22	11
12	CC(C)NC(=O)COC(=O)c1ccc(Oc2ccccc2)cc1	101	103	0.7	100	107	100	/	3	107	-13	9
13	CC1Cc2ccccc2N1C(=O)C1CCCN1S(=O)(=O)c1ccc(Cl)cc1 (stereo unspecified)	104	105	0.1	103	105	101	/	0	109	-2	7
14	COc1cc(/C=N/NC(=O)CCn2c3ccccc3c3ccccc32)ccc1O	96	100	-0.5	94	95	98	/	7	98	17	32
15	Cn1nc(C(C)(C)C)cc1C(=O)NCc1ccc(N2CCCC2=O)cc1	102	99	1.5	102	104	101	-13	5	104	4	16
16	O=C1N=C(N2CCOCC2)S/C1=C\C=C/c1ccccc1	103	100	0.4	101	103	99	-11	3	101	-4	12
17	O=C(COC(=O)c1cc[n+]([O-])cc1)Nc1cccc(Cl)c1Cl	99	104	0.5	96	99	96	-8	9	99	5	12
18	N#Cc1cn(CC(=O)NCc2cccnc2)c2ccccc12	103	106	0.7	105	106	99	1	5	104	-8	11
19	C/C=C/C(=O)OCC(=O)NC(=O)NC(C)C	106	106	0.2	106	103	100	/	0	107	2	11
20	COc1ccccc1OCCSc1nnnn1C1CCCCC1	99	102	0.4	100	101	99	/	2	102	-8	7
21	O=C(COc1ccc2ccccc2c1)Nc1nccs1	101	103	0.0	105	101	99	-8	1	100	9	12
22	COc1ccc(/C=N/n2c(-c3cccs3)n[nH]c2=S)cc1	96	97	-1.9	94	96	92	12	-5	92	20	9
23	CCNC(=O)N1CCN(C(=O)NCC)CC1	99	97	-0.3	96	103	94	-64	0	96	2	9
24	CC[C@@H](C)C(NC(=O)OC(C)(C)C)c1cn([C@@H](Cc2ccc(O)cc2)C(=O)N2CCN(C(=O)OC(C)(C)C)CC2)nn1 (stereo partly specified)	96	102	1.5	97	96	94	/	4	96	2	7
25	O=C(Nc1nc2ccccc2s1)c1ccc(OCC2CCCO2)cc1 (stereo unspecified)	100	102	-0.3	100	98	100	6	0	104	1	6
26	O=C(CCC(=O)N/N=C/c1cc(Cl)cc(Cl)c1O)NCc1ccccc1	94	100	-0.1	93	88	86	4	-1	91	-39	12
27	COc1ccc(NC(=O)CSc2nnc(-c3ccccn3)n2N)c(OC)c1	99	100	2.0	98	98	98	-9	10	102	-2	5
28	CCOC(=O)c1c(NC(=O)COC(=O)CNC(=O)c2ccco2)sc(C)c1C	97	98	1.4	96	97	97	2	30	99	22	3
29	CCOC(=O)C1=C(CC)Nc2ccccc2N/C1=N\S(=O)(=O)c1ccc(C(=O)OCC)cc1	94	93	0.8	96	96	96	-2	6	98	6	11
30	O=C1CN(C(=O)CSc2nc3ccccc3c(=O)n2Cc2ccc(F)cc2)c2ccccc2N1	102	99	13	102	98	101	/	17	105	-12	13
31	COCCCNC(=O)C1CCN(S(=O)(=O)N(CC(C)C)CC(C)C)CC1	102	98	0.6	100	102	100	/	0	102	-8	14
32	CC1(C)Cc2[nH]c(=O)c(C#N)cc2CS1	99	101	0.7	99	99	98	/	2	100	25	13
33	CSc1nc(-c2ccc(C)cc2)[nH]c1S(=O)(=O)c1ccccc1	99	98	0.7	99	100	97	/	3	106	26	9
34	Cc1ccc(S(=O)(=O)NCCOc2nc(N3CCOCC3)nc(N3CCOCC3)n2)cc1	104	106	0.8	105	107	100	/	3	107	5	17
35	CCCC(C(=O)NC1CCCC1)N(Cc1ccc2c(c1)OCO2)C(=O)c1snc(C(N)=O)c1N (stereo unspecified)	99	98	2.7	99	101	99	/	0	104	6	5
36	COC(=O)CNC(=O)c1ccc(=O)oc1	98	92	0.3	96	99	96	-24	1	97	0	18
37	CC(=O)Nc1ccc(N2CC(C)(C)C2=O)cc1	99	109	-0.3	101	97	97	-7	-3	103	4	13
38	Cc1ccccc1-n1c(SCC(=O)N2CCC(C(=O)O)CC2)nnc1-c1ccncc1	94	97	0.4	93	93	94	0	2	97	8	13
39	O=C(OCc1csc(-c2ccccc2)n1)c1ccc(O)cc1	94	99	-0.1	95	90	92	-14	0	95	21	12
40	NC1=NC(=O)/C(=C/c2cn(Cc3ccccc3)c3ccccc23)S1	100	98	-0.1	102	103	102	-20	1	104	37	12
41	CCCC(=O)Nc1ccc(OCC(O)CNC(C)C)c(C(C)=O)c1 (stereo unspecified)	98	95	0.5	101	100	99	/	0	104	4	7
42	CCOc1cccc(NCc2cc3c(C(C)(C)C)nn(-c4ccccc4)c3[nH]c2=O)c1	103	101	-0.1	101	104	98	/	0	107	27	9
43	COc1ccc(NC(=O)CC2C(=O)N(c3cccc(OC)c3)C(=O)N2CCC(C)C)cc1 (stereo unspecified)	99	96	0.3	98	101	99	0	1	101	-7	7
44	O=C(c1ccccc1/S(=N/S(=O)(=O)c1ccccc1)N1CCOCC1)N1CCOCC1 (stereo unspecified)	98	98	0.1	98	99	96	/	0	97	-5	8
45	Cc1cc(C(=O)Cn2nnc3ccccc3c2=O)c(C)n1-c1c(C)n(C)n(-c2ccccc2)c1=O	104	104	-0.1	104	102	98	/	-1	102	-5	8
46	Cc1ccc(N=Cc2nc(-c3ccc(C)cc3)oc2O)cc1	101	106	-0.1	103	103	101	/	9	106	-11	7
47	Clc1ccc(Nc2ncn[nH]2)cc1	100	102	0.1	99	96	97	2	1	100	-2	21
48	COc1ccc(NC(=O)N2CCCC(CNS(=O)(=O)c3cccs3)C2)c(C)c1 (stereo unspecified)	98	103	0.0	100	98	97	18	0	102	-6	9
49	COc1ccccc1COn1c(=O)c(-c2ccco2)[n+]([O-])c2ccccc21	92	94	0.8	89	93	91	-16	6	92	23	10
50	CC(C)C(=O)N/N=C/c1ccc(OCc2ccccc2)cc1	94	95	0.8	97	93	97	18	26	98	7	7
51	CCC(=O)N1CCc2cc(S(=O)(=O)NC(C(=O)Nc3cccc(C)n3)C(C)C)ccc21 (stereo unspecified)	102	103	1.0	102	102	100	6	5	108	6	13
52	CNC(=O)c1[nH]cnc1C(=O)N[C@@H](Cc1ccccc1)C(=O)OCc1ccccc1	97	96	1.2	97	98	98	/	13	103	-28	7
53	CCOc1ccc(-c2nnc(SCC(=O)N3CCN(c4ccccc4)CC3)o2)cc1	103	102	-2.2	102	102	99	/	-3	103	6	8

Down the list, quoted from above:
Nos. 27–35 in Avidin fluor read 5, 3, 11, 13, 14, 13, 9, 17, 5
Nos. 27–35 in Rab7 wt GTP bind read 100, 98, 93, 99, 98, 101, 98, 106, 98
